Screening data (PubChem BioAssay)
LEDGF integ inh = blocks HIV-1 LEDGF/p75-dependent DNA integration; TR-FRET IN-LEDGF/p75 DNA integration, Eu/Cy5; inhibition, % at 3.7 µM; actives 0.64% (n = 370,000); AID 743269;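 active = inhibition above the screen-wide mean plus 3 SD, cut at about 13% in these data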;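 also: signal is the Cy5 over europium emission ratio at 671 and 618 nm; 0% = plate median of compound wells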
HTRA1 inh = inhibitors of human serine peptidase HTRA1; actives 0.5% (n = 340,000); Q92743; inhibition, % at 5.96 µM; recombinant HTRA1, FP-rhodamine activity-based probe, fluorescence polarization; AID 504803; in the data active = inhibition above about 36%;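 also: 0% = enzyme with DMSO and 100% = wells lacking enzyme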
mABHD4 FP = ABHD4 (mouse) inhibition, primary FP screen; inhibition, % at 8.92 µM; purified mABHD4, FP-Rh probe fluorescence polarization; actives 0.54% (n = 370,000);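 active = inhibition exceeding the mean over every tested compound plus 3 SD, cut at about 30% in these data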;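 also: 0% = plate median of compound wells and 100% = S159A mutant with DMSO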
Target sequence (Q8VD66 whole entry, looked up): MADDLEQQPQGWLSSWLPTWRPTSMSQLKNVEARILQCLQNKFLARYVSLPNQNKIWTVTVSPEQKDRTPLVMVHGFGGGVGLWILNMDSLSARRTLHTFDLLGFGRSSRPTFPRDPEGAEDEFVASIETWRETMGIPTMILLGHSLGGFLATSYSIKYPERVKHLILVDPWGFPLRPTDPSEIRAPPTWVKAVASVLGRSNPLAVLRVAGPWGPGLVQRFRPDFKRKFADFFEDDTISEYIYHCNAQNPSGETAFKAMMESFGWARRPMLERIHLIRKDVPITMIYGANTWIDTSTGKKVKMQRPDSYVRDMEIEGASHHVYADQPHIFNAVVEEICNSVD
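Test system: mouse ABHD4 enzyme, wild type. Reagent: FP-Rh fluorescent activity-based probe, added after compound pre-incubation. Timing: pre-incubation 45 min, probe exposure 60 min, at 25 °C. Technique: FP readout, ex 525 nm / em 598 nm. Benchmarks: high control S159A mutant with DMSO, low control median of compound wells.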
PG9 Ab binder = PG9 antibody binding by small molecule. TR-FRET gp120-PG9 antibody binding. inhibition, % at 6.7 µM. actives 0.43% (n = 360,000); in the data active = inhibition above about 8.5%
TCR-CD3 inh = human TCR-CD3 binding inhibition; TAMRA-labeled TCR probe fluorescence, biochemical; actives 0.37% (n = 360,000); inhibition, % at 9.4 µM; in the data active = inhibition above about 19%;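 also: recombinant mutant TCR 2C K166C tagged with TAMRA read by polarization; 0% = receptor in buffer alone and 100% = receptor with positive control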
PRMT1 FP inh = blocks human protein arginine methyltransferase 1 | Q99873 | recombinant PRMT1, activity-based probe fluorescence polarization | inhibition, % at 2.79 µM | actives 1.3% (n = 370,000);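 active = inhibition above about 21% made by adding two undisclosed values, limit read from the data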
Target sequence (Q99873 whole entry, looked up): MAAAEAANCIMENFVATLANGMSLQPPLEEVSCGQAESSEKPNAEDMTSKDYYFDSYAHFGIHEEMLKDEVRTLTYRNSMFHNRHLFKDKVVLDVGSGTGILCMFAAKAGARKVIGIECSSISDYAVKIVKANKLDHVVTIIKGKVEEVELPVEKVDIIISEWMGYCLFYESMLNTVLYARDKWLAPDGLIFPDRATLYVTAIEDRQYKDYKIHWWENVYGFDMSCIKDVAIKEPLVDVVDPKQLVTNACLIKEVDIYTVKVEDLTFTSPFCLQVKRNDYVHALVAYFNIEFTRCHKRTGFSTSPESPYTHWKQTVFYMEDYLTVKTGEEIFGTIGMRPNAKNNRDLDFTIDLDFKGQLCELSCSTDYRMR
DDE Tn7 FP inh = inhibitors of Tn7 peptide binding to human fibrin DD(E); P02675; actives 0.13% (n = 370,000); inhibition, % at 8.3 µM; FP displacement of FITC-Tn7 peptide from fibrin DD(E); 0% = median of compound wells per plate; AID 720508;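 active = inhibition above the mean of compounds falling within the control limits plus 3 SD of them, cut at about 14% in these data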;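 also: 0% = plate median of compound wells and 100% = 10 µM Aha-Tn7 peptide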
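Measure: % inhibition scaled between sample-field median and high-control FP; Test system: human fibrin DD(E); Quantity: 2 µM final DD(E) protein; Doses: one dose, 8.3 µM nominal; Schedule: compound with protein 10 min, then 3 h after probe, room temperature; Detection: fluorescence polarization; Medium: Tris buffer with calcium and detergent, pH 7.8.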
UHRF1 binding = blocks human UHRF1 binding to methylated DNA; Q96T88; UHRF1 binding to methylated oligo, TR-FRET; inhibition, % at 4.4 µM; actives 0.75% (n = 370,000); in the data active = inhibition above about 21%;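 also: UHRF1 SRA domain binding a hemimethylated CpG hairpin DNA probe; 0% = median of test compound wells and 100% = reference inhibitor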
TDP2 inh = TDP2 (human) inhibition, absorbance primary screen. inhibition, % at 12.8 µM. actives 0.34% (n = 370,000). recombinant TDP2, T5PNP hydrolysis, p-nitrophenol absorbance 415 nm;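 active = inhibition above the mean of all tested compounds plus 3 SD, set per campaign, cut at about 25% in these data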;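 also: 0% = DMSO with enzyme and 100% = buffer with substrate but no TDP2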
Target sequence (O95551 whole entry, looked up): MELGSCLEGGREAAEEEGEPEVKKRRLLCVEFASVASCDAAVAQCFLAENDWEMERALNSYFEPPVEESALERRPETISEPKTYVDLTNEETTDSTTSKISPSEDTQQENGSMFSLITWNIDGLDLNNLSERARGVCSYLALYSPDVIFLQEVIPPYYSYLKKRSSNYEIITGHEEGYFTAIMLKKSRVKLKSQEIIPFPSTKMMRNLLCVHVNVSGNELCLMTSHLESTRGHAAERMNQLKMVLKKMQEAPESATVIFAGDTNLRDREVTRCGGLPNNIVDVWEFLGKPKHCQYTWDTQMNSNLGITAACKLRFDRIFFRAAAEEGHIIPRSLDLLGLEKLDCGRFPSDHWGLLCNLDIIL
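Material: recombinant human TDP2; quantity: TDP2 enzyme at 120 nM final; medium: Tris-HCl pH 7.5 with MgCl2; compound: single concentration, 12.8 µM nominal, with 1% DMSO; incubation: 2 h enzyme incubation at 37 °C; signal: epi absorbance; measure: percent inhibition; benchmarks: high control without enzyme, low control DMSO plus TDP2; repeats: singlicate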
SIAE primary = inhibitors of human sialic acid acetylesterase SIAE; Q9HAT2; SIAE FP-Rh probe binding, fluorescence polarization; inhibition, % at 9.66 µM; actives 0.69% (n = 370,000); AID 1053197;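 active = inhibition above a cutoff: mean of compounds within the control limits plus 3 SD of those, cut at about 17% in these data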;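 also: 0% = plate median of compound wells and 100% = probe without SIAE protein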
* marks the source's active call; other numbers are inactive results; . = no result given.

SMILES	LEDGF integ inh	HTRA1 inh	mABHD4 FP	PG9 Ab binder	TCR-CD3 inh	PRMT1 FP inh	DDE Tn7 FP inh	UHRF1 binding	TDP2 inh	SIAE primary
Cc1cccc(C)c1OCC(=O)NNC(=O)CNC(=O)c1ccc(OC(F)F)cc1	2	2	-2	-0.2	-2	-2	6	-1	8	1
O=C(CCN1N=C(c2ccccc2)CCC1=O)NC1CCCCC1	-4	1	-12	-0.4	-10	6	7	2	-15	-6
Cc1cc(C)c[n+](C2=C([O-])c3ccccc3C(=O)/C2=N\S(=O)(=O)c2cccs2)c1	1	3	-1	-0.4	2	-2	-7	4	0	0
COc1ccc(CCNC(=O)CCS(=O)(=O)Cc2ccccc2C)cc1OC	-2	0	-4	-1.1	3	-1	2	3	11	2
CN(C)CCCNC(=O)/C(=C\c1ccc(-c2ccc(Br)cc2)o1)NC(=O)c1ccccc1	2	6	1	-7.2	1	2	-2	-3	0	-56
Oc1[nH]c(N=C2N=c3ccccc3=N2)c2ccccc12	-17	-6	-3	-3.4	-5	-5	-2	-6	-23	-12
CN(C)S(=O)(=O)c1cccc(C(=O)OCC(=O)c2ccc3c(c2)NC(=O)CO3)c1	-2	-10	3	0.7	-7	1	-1	4	7	5
O=C(CCCn1ncn2c(cc3occc32)c1=O)NCc1cccc(Cl)c1	-2	4	-6	-3.3	-2	-1	-6	0	11	4
COc1ccc(-c2cc(C(=O)N3CCN(c4ccccc4OC)CC3)no2)cc1	-1	-1	5	0.2	1	0	-1	1	-4	-5
O=C(CCn1c(=O)c2cccn2c2ccc(F)cc21)NCc1cccc(F)c1	1	-7	-3	4.5	1	1	-3	0	13	-3
COc1ccc(C(=O)Nc2nc(C)cc(C)n2)cc1	-5	2	5	1.4	7	2	2	6	-14	7
COc1ccc(-c2cc(C(=O)O)nc3ccc4ccccc4c23)cc1OC	-5	1	-5	0.8	-4	5	9	12	-1	-9
COC(=O)c1c(NC(=O)c2ccc(C(=O)c3ccccc3)cc2)sc2c1CC(C)(C)NC2(C)C	0	-7	2	-0.9	5	-2	-14	-4	-3	5
Cn1c2c(c(=O)n(C)c1=O)C(C(F)(F)F)(C(F)(F)F)N=C(c1ccccc1Cl)N2	-2	3	-4	-1.7	5	-3	-1	-1	-6	-1
C[C@@H]1COC(=O)[C@@H](CC(=O)OC(C)(C)C)C/C=C\C[C@@H](CC(=O)NCCO)C(=O)N1	3	5	-1	-0.5	-1	-3	-6	-1	-7	-5
Cc1c(Cl)c(C(=O)NNC(=S)Nc2ccccc2)nn1C	0	5	9	-2.1	-1	1	2	-1	5	6
COc1ccc(C(=O)Nc2sc(C)c(C)c2CN2CCOCC2)cc1	-4	-5	-10	0.5	-9	2	1	7	-10	0
CC(=O)NCCNC(=O)C1Cc2c(-c3ccc4c(c3)OCO4)ccnc2O1 (centres undefined)	6	.	-7	1.5	2	0	-1	-2	-3	2
CCNC(=O)N(C)[C@H]1C[C@@H](c2ccccc2)N(C(C)=O)C[C@H]1CO	-1	.	7	-0.7	5	0	1	1	-3	0
CCOC(=O)C(=O)N=Nc1c(O)[nH]c2ccccc12	-1	1	8	-3.7	-4	1	2	-6	18	-5
CCc1nc2n[nH]c(N)c2c2c1CSC(C)(C)C2	0	3	0	-0.1	2	0	-2	-1	-2	3
CC1CN(CC(O)COCc2ccc3c(c2)OCO3)CC(C)O1 (centres undefined)	-2	-5	0	-1.3	5	0	1	0	7	3
CCOC(=O)C1CCCN(C(=O)c2ccc(OCC)cc2)C1 (centres undefined)	-1	2	2	-0.1	10	0	-8	-1	-1	2
CCC(c1nnnn1Cc1ccco1)N(CCc1ccccc1)Cc1cc2cc(C)ccc2[nH]c1=O (centres undefined)	4	-56	7	-0.9	-3	19	-6	-7	9	4
COc1ccc(N(CC(=O)O)S(C)(=O)=O)cc1OC	-3	1	6	0.8	1	2	2	0	10	4
CN(c1ccccc1C(=O)Nc1ccc(F)c(F)c1)S(C)(=O)=O	-4	-3	2	-0.4	3	0	3	2	-4	4
CC(=O)Nc1ccc(NC(=O)C(C)OC(=O)c2c(NC(C)=O)sc(C)c2C)cc1 (centres undefined)	-1	-9	2	0.0	-10	2	-5	3	-5	4
O=c1sc(Nc2ccccc2)nc2ccccc12	0	9	1	-0.5	2	3	-7	-2	13	3
CC(C)(C)N(Cc1ccccc1)C(=O)CCc1ccccc1	-1	-7	-1	0.0	0	-1	-8	3	-14	-4
CCn1nc(C)cc1C(=O)Sc1ccc(Cl)cc1Cl	0	4	4	-1.0	8	-3	2	0	-17	4
CS(=O)(=O)N1CCc2cc(C(=O)Nc3cccc([N+](=O)[O-])c3)ccc21	1	8	-3	3.6	-3	2	6	2	-9	-3
CCN(CC)S(=O)(=O)c1cccc(C(=O)OCC(=O)Nc2ccccc2OC(F)F)c1	0	-10	0	-1.7	10	-1	-2	0	64*	5
COC(=O)c1sccc1-n1cccc1C(=O)C(=O)N1CCOCC1	5	5	3	1.0	5	-1	2	-1	3	-6
CCOC(=O)C1CCN(Cc2cn[nH]c2-c2ccccc2)CC1	-3	1	1	0.4	8	-1	7	2	7	1
COc1cccc(/C=N/NC(=O)c2nc(-c3ccccc3)cc(-c3ccccc3)n2)c1	0	-39	-3	-2.1	6	1	0	-2	0	-29
Cc1ccccc1-c1cc2nc(OCC3CCCO3)n(C)c(=O)c2s1 (centres undefined)	0	.	-2	-0.2	3	3	7	0	2	-1
COc1ccc(Nc2nc(-c3ccc4c(c3)NC(=O)CO4)cs2)cc1	-1	31	28	4.7	5	10	-5	-2	-14	8
O=C(CNC(=O)c1ccc2c(c1)OCCO2)N/N=C/c1ccco1	3	0	-4	0.3	3	0	-2	-2	11	3
O=C(O)CCCNC(=O)c1cccc(C(=O)NCCCC(=O)O)n1	-2	-2	-1	1.2	-10	2	4	8	-3	-6
COc1ccc(NS(=O)(=O)c2cc(-c3nnnn3C)ccc2OC)cc1	-1	-8	0	0.1	-1	0	-1	-1	9	-6
Cc1ccc(NC(=O)N(Cc2ccco2)Cc2cc3cc(C)cc(C)c3nc2Cl)cc1	1	.	4	1.4	-6	0	0	-2	-5	-4
COc1ccc(NC(=O)C2CCCN(S(=O)(=O)c3cccc4cccnc34)C2)c(OC)c1 (centres undefined)	4	-2	-3	-0.6	3	-5	-4	-3	5	6
NS(=O)(=O)c1ccc(NC(=O)c2cc(-c3cc(Cl)ccc3O)n[nH]2)cc1	-3	-27	-23	-0.8	-3	4	1	1	-18	-15
COCCNC(=O)/C(C#N)=C/C(C)=C/c1ccccc1	-3	-1	4	-1.6	-5	0	-7	-1	0	2
C#CCNC(=O)C[C@@H]1C[C@@]2(C(=O)OC)CCCCC=C2N(CCc2ccc(OC)c(OC)c2)C1=O	2	.	0	0.7	3	-3	-2	-1	10	6
CCOc1ccc(C(=O)N[C@H](C(=O)NNC(=O)c2cccs2)C(C)C)cc1	0	3	-3	1.1	8	-3	-6	-2	1	-4
COc1ccc(-c2ccc(OC)c([C@H]3[C@H]4C=CC[C@@H](C)[C@@H]4C(=O)N3Cc3ccccc3)c2)cc1	-1	-9	0	-0.6	4	-2	-1	-3	5	2
O=C(Nc1ccc(S(=O)(=O)N2CCCCC2c2cccnc2)cc1)c1c(F)cccc1F (centres undefined)	3	-13	-1	-0.4	5	-2	-5	-4	8	2

Fetched by structure from above, 3 records:
SMILES	LEDGF integ inh	HTRA1 inh	mABHD4 FP	PG9 Ab binder	TCR-CD3 inh	PRMT1 FP inh	DDE Tn7 FP inh	UHRF1 binding	TDP2 inh	SIAE primary
COc1ccc(-c2ccc(OC)c([C@H]3[C@H]4C=CC[C@@H](C)[C@@H]4C(=O)N3Cc3ccccc3)c2)cc1	-1	-9	0	-0.6	4	-2	-1	-3	5	2
C#CCNC(=O)C[C@@H]1C[C@@]2(C(=O)OC)CCCCC=C2N(CCc2ccc(OC)c(OC)c2)C1=O	2	.	0	0.7	3	-3	-2	-1	10	6
O=C(CNC(=O)c1ccc2c(c1)OCCO2)N/N=C/c1ccco1	3	0	-4	0.3	3	0	-2	-2	11	3

Further records follow.
SMILES	LEDGF integ inh	HTRA1 inh	mABHD4 FP	PG9 Ab binder	TCR-CD3 inh	PRMT1 FP inh	DDE Tn7 FP inh	UHRF1 binding	TDP2 inh	SIAE primary
CCCc1cc(=O)n2[nH]cnc2n1	6	-7	-2	-2.4	2	-3	4	4	-11	-4
CC(=O)NC(CC(=O)OCC(=O)N1CCN(S(=O)(=O)c2ccc(C)cc2C)CC1)c1ccccc1 (centres undefined)	-1	3	0	-0.6	-15	-1	-3	-2	-6	1
CCn1c(SC(C)C(=O)Nc2nccs2)nnc1-c1ccncc1 (centres undefined)	1	-4	-1	-2.2	5	0	-1	-1	18	5
COCCn1c(SCC(=O)Nc2cccc(F)c2)nc2c(c1=O)SCC2	1	4	5	-1.0	8	3	-1	1	10	-1
COc1ccc(S(=O)(=O)NC2CC2)cc1Br	-5	-3	-2	-1.1	2	2	3	1	-2	1
COc1ccc(CCC(=O)NC(C)C)cc1	4	-9	-2	0.4	8	-2	-3	-4	7	15
Nc1ccccc1C(=O)NNC1=C(C(=O)C(F)(F)F)CCC1	1	-4	4	-1.0	-1	-1	2	-3	-1	1
O=C(CSc1nc(COc2ccccc2)nc2ccccc12)NC1CCCC1	-5	0	3	1.6	1	1	1	-1	-10	2
COc1ccc(NC(=O)Cn2cnc3sc(C)c(S(=O)(=O)N4CCOCC4)c3c2=O)c(OC)c1	4	6	4	-2.0	-1	-3	-8	0	7	1
CC(=O)N(Cc1ccccc1)c1nccs1	2	.	8	-0.4	9	-2	-5	-2	4	-7
COC(=O)C1=C(C)N=C2SC(C)C(=O)N2C1/C=C/c1ccccc1 (centres undefined)	-2	-38	-19	-2.4	6	2	6	-1	-7	-23
CCNC(=O)COC(=O)c1cc(S(=O)(=O)N2CCCCC2)ccc1C	2	1	-1	-1.0	2	-1	3	0	-8	-5
O=C(NCCO)C(=O)NCC1OCCCN1S(=O)(=O)c1cc(F)ccc1F (centres undefined)	-2	4	1	-2.1	-1	1	3	1	-13	4
O=[N+]([O-])c1ccc(Cl)c(-c2ccc(/C=N/n3cnnc3)o2)c1	7	3	-1	0.2	5	-4	-3	-5	-7	7
O=C(Nc1n[nH]c(=S)s1)c1ccc2ccccc2c1	1	-6	-1	0.1	10	19	7	-4	-5	-8
NC(=O)C1(Nc2ccc([N+](=O)[O-])cc2)CCCC1	-2	0	-19	0.8	4	-1	2	-1	-1	1
CCN1CCN(C(=O)C(C)Nc2ccc(OC)cc2OC)CC1 (centres undefined)	3	21	4	-2.0	3	-3	9	-3	-13	16
COC(=O)c1scc(C)c1-n1ccc(C(=O)C(=O)N(C)C)c1	4	1	-4	-3.0	7	-3	3	0	-17	-4
COc1ccc(/C(C)=N/Nc2nc3ccccc3nc2C)cc1OC	-5	10	9	-1.9	-11	14	0	-1	-3	4
